Assay outcomes as filed in PubChem BioAssay.
BioA inh: M. tuberculosis BioA enzyme inhibitors, primary screen, biochemical, plate reader, single point, HTS; 7,8-diaminopelargonic acid synthase BioA (Mycobacterium tuberculosis); purified M. tuberculosis BioA enzyme; inhibition, % at 9.99 µM; 360,000 tested, 0.096% active; AID 602481, 2012; in the data active means inhibition above about 40%
PfHsp40 rescue: rescue of yeast from PfHsp40 toxicity, primary screen, S. cerevisiae, ATP luminescence. S. cerevisiae expressing PfHsp40, growth rescue. growth rescue, % at 12.5 µM. 340,000 tested, 0.68% active; in the data active means growth rescue above about 28%, passing the limit was not always enough;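 further: yeast W303a lacking pdr1 and pdr3 grown in galactose medium; growth measured after three days at 30 °C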
FadD28 binding: inhibitors of FadD28 bisubstrate probe binding, primary screen, biochemical, fluorescence polarization, single point; Mycobacterium tuberculosis FadD28 fatty-acid-AMP ligase; AID 588549, 2011; inhibition, % at 12.5 µM; 360,000 tested, 0.22% active; in the data active means inhibition above about 8.5%, passing the limit was not always enough
Mtb UGM inh: M. tuberculosis UGM enzyme inhibitors, primary screen, biochemical, fluorescence polarization, single point. inhibition, % at 10 µM. 320,000 tested, 0.06% active. UDP-galactopyranose mutase (Mycobacterium tuberculosis (strain ATCC 25618 / H37Rv)), …. purified UGM, fluorescence polarization probe displacement; in the data active means inhibition above about 10%, passing the limit was not always enough
Target sequence (P9WIQ1 whole entry, looked up): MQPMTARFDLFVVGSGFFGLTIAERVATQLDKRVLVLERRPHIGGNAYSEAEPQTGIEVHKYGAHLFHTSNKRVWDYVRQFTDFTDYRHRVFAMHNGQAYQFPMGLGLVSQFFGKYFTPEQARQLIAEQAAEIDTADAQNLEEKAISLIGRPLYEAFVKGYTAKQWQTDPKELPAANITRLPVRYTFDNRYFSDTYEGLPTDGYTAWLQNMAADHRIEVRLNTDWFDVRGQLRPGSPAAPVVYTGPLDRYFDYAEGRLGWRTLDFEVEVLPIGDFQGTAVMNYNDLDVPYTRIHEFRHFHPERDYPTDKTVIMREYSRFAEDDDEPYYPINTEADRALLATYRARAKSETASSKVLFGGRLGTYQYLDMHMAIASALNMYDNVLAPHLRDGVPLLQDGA
Y pestis TopoI: Yersinia pestis topoisomerase I inhibitors, primary screen, biochemical, cleavage product accumulation, plate reader, single point | 360,000 tested, 0.064% active | activity, % at 10 µM | DNA topoisomerase I (Yersinia pestis CO92) | Y. pestis Topo-I cleavage product accumulation; in the data active means activity above about 50%, passing the limit was not always enough; further: inactives centre near 2
Vc quorum ag: inducers of Vibrio cholerae quorum light production without autoinducers, primary screen, BH1578 luxS cqsA deficient, single point; V. cholerae BH1578 lux reporter, luminescence, 6 h; 350,000 tested, 0.16% active; activation, % at 18.7 µM; in the data active means activation mostly above about 9.7%, no sharp cut-off; further: not every result past the cut was called active; inactives centre near 0; reference of the scale not given here
TcdB inh: TcdB glycohydrolase inhibitors, primary screen, biochemical, single point, plate reader | TcdB glycohydrolase enzymatic assay | inhibition, % at 9.99 µM | 350,000 tested, 0.24% active; in the data active means inhibition above about 10%
GDH-TPI counter: GDH-TPI coupling enzyme inhibitors, primary screen, artefact control for M. tuberculosis FBA inhibitor project, biochemical, absorbance, full deck; 360,000 tested, 1.2% active; inhibition, % at 4.8 µM; GDH-TPI coupled enzyme counterscreen, NADH absorbance; in the data active means inhibition above about 30%;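 further: 0% = DMSO wells and 100% = wells lacking the enzyme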
FBA Mtb inh: Mtb FBA enzyme inhibitors, primary screen, biochemical, fluorescence, strain H37Rv; purified M. tuberculosis FBA, fluorescence read-out; inhibition, % at 1 µM; 360,000 tested, 2.3% active; in the data active means inhibition above about 27%;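 further: 0% = vehicle and 100% = reference inhibitor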
Target sequence (P9WQA3 whole entry, looked up): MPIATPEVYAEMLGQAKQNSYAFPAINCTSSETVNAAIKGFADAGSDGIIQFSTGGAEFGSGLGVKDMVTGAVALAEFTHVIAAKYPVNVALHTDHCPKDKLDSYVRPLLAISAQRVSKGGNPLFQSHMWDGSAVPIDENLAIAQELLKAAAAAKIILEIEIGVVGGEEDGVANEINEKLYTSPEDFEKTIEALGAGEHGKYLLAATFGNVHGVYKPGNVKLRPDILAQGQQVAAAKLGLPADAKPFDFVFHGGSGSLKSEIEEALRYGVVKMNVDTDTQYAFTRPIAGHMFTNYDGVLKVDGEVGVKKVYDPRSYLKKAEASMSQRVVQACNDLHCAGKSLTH
* hit, by the source's call; i = inactive; x = not tested or not shown; & = joins results of further samples.

SMILES	BioA inh	PfHsp40 rescue	FadD28 binding	Mtb UGM inh	Y pestis TopoI	Vc quorum ag	TcdB inh	GDH-TPI counter	FBA Mtb inh
Nc1nc(NC(=O)c2cccs2)nn1-c1ccccc1	1.0	-0.3	-0.5	1.6	-1	2.6	2.9	7	-3
CN1CCN(C(=O)CCCN2C(=O)/C(=C/c3cccc(Br)c3)SC2=S)CC1	0.7	-0.5	1.5	x	30	-0.1	4.6	6	5
COc1cc(CC(=O)OCC(=O)Nc2ccc(Cl)c(S(=O)(=O)N(C)C)c2)cc(OC)c1OC	-0.3	-1.0	-2.6	-1.9	15	-0.2	0.8	5	4
CC(=O)C1=CCC(c2ccc(Cl)cc2)N(S(=O)(=O)c2ccc(C)cc2)C1 (stereo unspecified)	-4.1&-0.8	x	-7.3&-5.8	x	x	x	-1.4&0.9	x	-2&-1
Nc1nonc1NC(=O)CSc1nc2ccccc2s1	3.0	0.2	-8.2	2.3	-5	-0.5	x	-9	3
O=[N+]([O-])c1ccc(N2CCN(S(=O)(=O)c3ccccc3[N+](=O)[O-])CC2)cc1N1CCc2ccccc2C1	-1.9	-0.5	-1.8	2.0	-4	-0.4	2.1	1	1
Cc1ccc(C)c(NC(=O)CCN2CC(C)OC(C)C2)c1 (stereo unspecified)	1.1	0.3	-1.8	0.5	-7	-0.5	x	-4	-1
CC(C)NC(=O)/C(=N\O)c1ccccc1	-1.1	0.3	0.8	2.6	9	-4.0	x	12	-1
COC(=O)CC1OCC=C2CN3CCC45C6=CC(=O)C(=O)C([N+](=O)[O-])=C6NC4C1C2CC35 (stereo unspecified)	1.5	x	2.1	x	-1	0.3	-5.6	16	-1
Nc1ccc(N2CCOCC2)c(S(=O)(=O)Nc2ccccc2Cl)c1	-1.0	-0.2	-2.5	0.8	0	i	0.8	2	-2
CCN1CCCC1CNC(=O)CSc1cc(=O)n(CC)c2ccccc12 (stereo unspecified)	-0.5	-0.4	0.8	0.5	7	-0.1	x	17	5
COc1ccc(CN(C)C(=O)C23CC4CC(CC(C4)C2)C3)c(OC)c1	-0.7	1.0	-2.5	4.6	31	-4.0	1.7	5	4
COc1cc(C(=O)N2CCCCC2c2cc(C(=O)NCc3cccnc3)no2)cc(OC)c1C (stereo unspecified)	1.6	x	-6.1	x	10	-0.4	1.8	-1	-2
CSc1nc(N2CCOCC2)c2sccc2n1	x	1.0	0.4	-1.3	7	i	-0.1	-1	-1
O=C(CN1C(=O)NC2(CCCC2)C1=O)Nc1ccc(Cl)cc1C(F)(F)F	0.7	-0.4	-3.8	0.9	2	-4.0	0.4	1	-2
Cc1cccc(OCC(=O)N/N=C/CC(C)c2ccccc2)c1C (stereo unspecified)	x	-0.4	-3.4	x	0	-0.5	1.5	1	1
O=C(Nc1ccncc1)C1CCN(S(=O)(=O)c2ccc(Cl)cc2)CC1	x	0.4	-3.4	3.3	4	-0.7	1.7	1	-1
CCC/C=N/Nc1nnc(Cc2ccc(OC)c(OC)c2)c(=O)[nH]1	-0.3	0.5	-3.4	2.4	8	-0.6	-1.2	2	1
COc1ccc2c(c1)[nH]c1c(=O)n(Cc3ccco3)cnc12	-1.3	0.2	-0.2	-0.7	1	-0.1	x	14	1
COCCN(C(=O)CCc1ccc(OC)cc1)c1nnc(-c2ccncc2)s1	x	-0.6	-4.8	-0.4	1	4.6	0.2	-6	7
CCOC(=O)c1sc(NC(C)=O)c(C(=O)OCC)c1C	1.5	-2.4	-2.1	2.5	-12	1.4	0.7	2	-10
Cn1c(C(=O)NCCCN2CCOCC2)cc2c(=O)n(C)c3ccccc3c21	-0.6	-0.7	0.4	4.6	10	-0.2	2.1	-1	13
Fc1ccc(Nc2ccc3ccccc3n2)c(F)c1	x	-0.9	-3.0	-3.0	-2	-0.4	1.9	1	-2
CCC[C@H]1CCCC/C=C\CCCC(=O)OCCN1C(=O)OC(C)(C)C	1.4	2.0	-1.8	1.1	39	-0.4	x	5	2
C=CCn1nnnc1-c1cc(Cl)cc(Cl)c1	x	-0.1	0.1	-0.6	0	i	-1.1	14	-5
O=C(Cc1csc(NC(=O)c2ccccc2)n1)NO	-0.7	-0.1	-11	-0.7	9	i	1.2	5	-2
COC(OC)c1ccnc(-c2ccc(OC(C)=O)cc2)n1	x	52*	0.5	-0.3	2	-0.4	-0.4	1	-1
CCc1nc2ccc(C(=O)Nc3cccc(NS(C)(=O)=O)c3)cn2c1N(C)CCN1CCOCC1	-0.9	x	-0.9	x	-8	-0.4	3.9	16	5
COC(=O)c1cccc(NC(=O)CSc2nnc(COc3ccc(C#N)cc3)n2-c2ccccc2)c1	1.1	0.7	-1.6	-0.4	6	-2.9	x	3	0
CCN1CCN(Cc2c(C)[nH]c3ccc(OC)cc3c2=O)CC1	-0.6	-0.1	-3.2	-2.4	0	-1.2	x	1	7
COc1ccc(C(=O)NCC(C)(C)SCc2c(C)cc(C)cc2C)cc1	-0.7	1.3	-8.1	2.4	8	-2.6	0.7	6	1
CC(C)C#Cc1cnc2c(c1)C(=O)N([C@H](C)CO)C[C@@H](C)[C@H](CN(C)C(=O)Nc1ccccc1F)O2	-2.6&1.6&0.1	x	-2.3	x	0	0.5	0.1&0.0&-1.2	1	3
CC(=O)Nc1ccc(S(=O)(=O)NNc2cccc(C)c2)cc1	2.1	0.3	-0.2	-1.3	-2	-0.2	1.4	-2	1
CC(=O)NC1(c2ccccc2)CCN(Cc2nnnn2C(C)(C)C)CC1	0.1	1.7	-0.1	-2.4	11	-7.7	x	11	0
CCc1cccc(CC)c1NC(=O)C(CC)Sc1nc2ccncc2[nH]1 (stereo unspecified)	2.2	-0.2	0.4	1.8	6	-0.3	0.8	-12	3
CC(=O)NNC(=O)c1cc2c3ccccc3n(C)c2s1	x	-3.3	0.7	2.1	14	-0.2	1.0	20	8
Cc1cccc(NC(=O)CSCC(=O)Nc2cc(Cl)ccc2N2CCN(C)CC2)c1	0.5	1.1	-3.8	-8.8	-16	-0.4	-1.1	4	-1
COc1ccccc1NC(=O)c1ccc(NC(=O)CN2C(=O)CN(C)C2=O)cc1	x	-1.1	-4.7	-0.4	-3	-1.0	-0.2	-8	0
Cc1cc(S(=O)(=O)N2CCC3(CC2)OCCO3)c(C)cc1Cl	0.7	1.4	-2.2	1.4	21	-0.7	1.4	1	0
O=C(NCc1ccccc1)C(=O)NCC1OCCN1S(=O)(=O)c1ccc([N+](=O)[O-])cc1 (stereo unspecified)	x	-0.2	-3.4	3.8	-10	i	-2.1	-3	0
CC(C)[C@H](NC(=O)c1ccco1)C(=O)NC12CC3CC(CC(C3)C1)C2	x	0.3	-2.4	-3.0	0	-0.2	0.8	6	2
Cc1ccc(OCCCn2c(=O)sc3ccccc32)cc1	-1.0	-0.5	-0.7	-0.9	5	-1.6	x	11	2
O=C(COC(=O)/C=C/c1cccc(Cl)c1)Nc1ccc2[nH]c(=O)[nH]c2c1	x	-0.3	-2.2	4.8	3	i	2.5	7	-2
CCOC(=O)[C@H]1[C@H]2COc3ccc(Br)cc3[C@@H]2N2C(=O)N(c3ccccc3)C(=O)[C@@]12C	-2.6	2.0	-1.8	0.7	1	-0.4	1.9	-6	-2
O=C(O)Cn1nnc(-c2ccc(OCc3ccccc3)cc2)n1	-0.1	-0.7	-3.5	1.1	2	-0.4	0.2	-8	2
Cc1cc(C)c(C)c(/C=C(/C#N)C(N)=S)c1C	1.2	0.4	-1.7	3.4	0	-0.4	x	8	-1
COc1cc(C(=O)NCCC2=CCCCC2)ccc1OCc1c(C)noc1C	0.5	0.5	-0.6	2.5	5	i	0.9	5	1
CN(C)S(=O)(=O)c1ccc(C(=O)NCC(C)(C)CN=C2NS(=O)(=O)c3ccccc32)cc1	x	1.1	-2.5	0.6	6	-0.1	1.1	-7	3
COCCN1C(=O)C(=O)/C(=C(/O)c2ccc(S(=O)(=O)N3CCOCC3)cc2)C1c1ccc(O)cc1 (stereo unspecified)	-1.2	-0.2	-2.4	2.9	-3	i	-0.1	33*	-3
N#C/C(=N\Nc1ccccc1)C(N)=S	-0.9	-0.7	-0.5	0.7	-5	i	-3.7	31*	-7
Remaining list, next part
SMILES	BioA inh	PfHsp40 rescue	FadD28 binding	Mtb UGM inh	Y pestis TopoI	Vc quorum ag	TcdB inh	GDH-TPI counter	FBA Mtb inh
CCC1=C2CC[C@H]3C(=O)N(CC)C(=O)[C@H]3[C@H]2[C@@]2(Cc3ccccc3)C(=NCc3ccccc3)OC(=O)N2C1=O	0.6	-0.3	-0.9	2.5	21	i	-9.5	9	-1
Cc1ccc(NC(=O)C(=O)NN=C2CCCC2)cc1C	x	0.2	-2.1	-1.5	2	i	-1.1	3	0
Cc1ccc2cc(CN(CC3CCCO3)C(=S)NCc3ccco3)c(=O)[nH]c2c1 (stereo unspecified)	-2.8	0.0	-0.2	0.8	15	-0.1	2.8	7	-4
COc1ccc(Br)c(C(=O)N2CCN(S(=O)(=O)/C=C/c3ccccc3)CC2)c1	-0.4	0.9	0.0	0.2	2	i	0.3	20	0
COc1ccc(N2CCN(C(=O)COC(=O)c3cccc(OC)c3O)CC2)cc1	-0.2	0.9	-1.6	-3.4	14	-2.0	0.5	9	-2
O=c1ccnc(SCCc2ccc([N+](=O)[O-])cc2)[nH]1	x	0.3	-0.9	3.3	3	-0.4	-0.1	-4	0
CC(C)c1ccc(NC(=O)Nc2nc(C(N)C3CCCCC3)cs2)cc1 (stereo unspecified)	0.2	x	2.3	x	-22	0.6	0.8	0	0
O=[N+]([O-])c1ccc(NC(c2ccccc2)c2ccc3cccnc3c2O)cc1 (stereo unspecified)	-0.5	-0.3	x	x	3	-2.7	1.4	9	-6
O=C(Cc1ccccc1[N+](=O)[O-])Nc1cccc(S(=O)(=O)NC2=NCCCCC2)c1	1.1	0.2	-5.1	-4.3	-2	i	-0.4	5	-1
CCNC(=O)C1CCCN(C(=O)c2cccc3ccccc23)CC1 (stereo unspecified)	-0.1	x	-1.9	x	0	1.6	0.5	-5	6

Exported with values under each structure: six of the compounds above.
Value order – BioA inh, PfHsp40 rescue, FadD28 binding, Mtb UGM inh, Y pestis TopoI, Vc quorum ag, TcdB inh, GDH-TPI counter, FBA Mtb inh
- CC(C)c1ccc(NC(=O)Nc2nc(C(N)C3CCCCC3)cs2)cc1 (stereo unspecified)
→ 0.2, x, 2.3, x, -22, 0.6, 0.8, 0, 0
- O=C(Cc1ccccc1[N+](=O)[O-])Nc1cccc(S(=O)(=O)NC2=NCCCCC2)c1
→ 1.1, 0.2, -5.1, -4.3, -2, i, -0.4, 5, -1
- COc1ccc(N2CCN(C(=O)COC(=O)c3cccc(OC)c3O)CC2)cc1
→ -0.2, 0.9, -1.6, -3.4, 14, -2.0, 0.5, 9, -2
- O=c1ccnc(SCCc2ccc([N+](=O)[O-])cc2)[nH]1
→ x, 0.3, -0.9, 3.3, 3, -0.4, -0.1, -4, 0
- COc1ccc(Br)c(C(=O)N2CCN(S(=O)(=O)/C=C/c3ccccc3)CC2)c1
→ -0.4, 0.9, 0.0, 0.2, 2, i, 0.3, 20, 0
- Cc1ccc2cc(CN(CC3CCCO3)C(=S)NCc3ccco3)c(=O)[nH]c2c1 (stereo unspecified)
→ -2.8, 0.0, -0.2, 0.8, 15, -0.1, 2.8, 7, -4

(next part)
SMILES	BioA inh	PfHsp40 rescue	FadD28 binding	Mtb UGM inh	Y pestis TopoI	Vc quorum ag	TcdB inh	GDH-TPI counter	FBA Mtb inh
O=C(CCCN1C(=O)c2cccnc2C1=O)Nc1ccc(Br)cc1	x	-0.8	-1.2	2.7	-3	i	-0.7	17	6
CC(C)CN1CCN(CCCOC(=O)Nc2cccc3ccccc23)CC1C (stereo unspecified)	0.4	0.3	-4.5	x	6	-1.8	1.4	0	4
COc1ccc(OCC(=O)Nc2ccc(N3CCOCC3)c(Cl)c2)cc1	-3.2	1.7	3.5	1.5	10	7.7	x	0	-1
Nc1nc(C2CCCCC2)cs1	-1.3	-0.2	-3.0	-0.8	-1	-0.5	x	-10	2
O=C(CCOc1ccccc1)N1CCN(S(=O)(=O)c2ccccc2F)CC1	0.6	-0.8	-2.8	-0.2	0	i	1.0	4	-3
